Assay outcomes (PubChem)
PLAP inhibitors HTS: PLAP enzyme inhibitors, biochemical, luminescence, HTS (AID 690); purified PLAP, luminescent substrate; higher % means a stronger effect; hit rate 0.08% among 96,000; Alkaline phosphatase, placental type (Homo sapiens); one-dose inhibition, % at 20 µM; IC50 in µM for titrated hits; in the data active = a potency from the dose series; inactive = the rest, 99 in 100 with inhibition below about 30%; also: strong numbers were not always called active
IL1B NFkB pot: enhancers of NFkB p65 translocation in HUVEC – imaging, IL-1B stimulus, high-content imaging, primary screen; HUVEC IL-1B NFkB p65 nuclear translocation imaging; activation, % at 2 µM; hit rate 0.3% among 94,000;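 active = activation above 40%, about the mean plus 3 SD, also judged a hit on visual image review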;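 also: percent activation is computed from the nuclear over cytoplasmic p65 intensity ratio; values of inactives mirror those of a sister screen read the other way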
NFkB transloc inh: inhibitors of IL-1B driven NFkB p65 nuclear import, primary screen, imaging, HUVEC, IL-1B stimulus, high-content imaging; HUVEC IL-1B NFkB p65 nuclear translocation imaging; inhibition, % at 2 µM; hit rate 0.43% among 94,000;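 active = inhibition above about 30% together with a positive call from visual inspection of the well image, limit read from the data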;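 also: nuclear over cytoplasmic p65 intensity ratio measured by imaging; 0% = IL-1B stimulated DMSO wells and 100% = unstimulated DMSO wells; values of inactives mirror those of a sister screen read the other way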
Bcl-B TR3 displacers: displacers of TR3 peptide from Bcl-B, primary screen, selectivity assay for Bfl-1 inhibitor project, biochemical, fluorescence polarization; Bcl-2-like protein 10 (Homo sapiens); FP displacement of FITC-TR3 peptide from Bcl-B; higher % means a stronger effect; one-dose displacement, % at 20 µM; IC50 in µM for titrated hits; hit rate 0.11% among 96,000;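 active = displacement above 50% at 20 µM plus a fluorescence interference ratio under 1.5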;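 also: plate controls were wells without compound for no effect and wells lacking Bcl-B protein for full effect; a part of the inactive calls stands beside numbers as strong as those of hits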
MRP resist rev: reversal of MRP1-mediated doxorubicin resistance, primary screen, H69AR cells, doxorubicin co-treatment; H69AR cells + 2 uM doxorubicin, CellTiter-Glo, 72 h; differential viability (reversal), % at 10 µM; hit rate 0.04% among 85,000;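 active = viability drop by adding the cancer drug above about 55%, with treated viability meeting a 40% cutoff, limit read from the data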;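 also: viability without doxorubicin minus viability with 2 µM doxorubicin for each compound; larger differential means the compound sensitizes cells more to doxorubicin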
MRP resist rev cytotoxicity: second read-out of MRP resist rev, no call of its own (marks repeat the call); viability, %; H69AR cells, CellTiter-Glo, 72 h; measured here: cytotoxicity without doxorubicin
MRP resist rev with doxorubicin: second read-out of MRP resist rev, no call of its own (marks repeat the call); viability, %; measured here: viability with 2 uM doxorubicin; hits give low values
NFkB transloc inh cell count 2 µM: further read-out of NFkB transloc inh, marked with its call; cell count; measured here: cells passing quality filter;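 raw number of nuclei counted in each imaged well without normalization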
IL1B NFkB pot cell count 2 µM: further read-out of IL1B NFkB pot, marked with its call; cell count; measured here: cells passing quality filter
Active calls of the source: *.

How did CCOC(=O)c1nc(C)n(-c2ccc(Cl)cc2)n1 do in these assays?
PLAP inhibitors HTS: 3%; IL1B NFkB pot: -6; NFkB transloc inh: 6; Bcl-B TR3 displacers: -2%; NFkB transloc inh cell count 2 µM: 135; IL1B NFkB pot cell count 2 µM: 135

Results for CCOc1ccc(N(CC(=O)Nc2cccc(Cl)c2)S(=O)(=O)c2c(C)noc2C)cc1 ?
PLAP inhibitors HTS: -30%; IL1B NFkB pot: -9; NFkB transloc inh: 9; Bcl-B TR3 displacers: 7%; MRP resist rev: -46; MRP resist rev cytotoxicity: 30; MRP resist rev with doxorubicin: 76; NFkB transloc inh cell count 2 µM: 68; IL1B NFkB pot cell count 2 µM: 68

How did N#CCCn1c(=S)[nH]c2ccccc21 do in these assays?
PLAP inhibitors HTS: -158%; IL1B NFkB pot: -4; NFkB transloc inh: 4; Bcl-B TR3 displacers: 12%; NFkB transloc inh cell count 2 µM: 160; IL1B NFkB pot cell count 2 µM: 160

Results for Cc1nc2c(cnn2-c2ccc(Cl)cc2)c(=O)n1-c1ccc(N2CCC(C)CC2)cc1 ?
PLAP inhibitors HTS: 3%; IL1B NFkB pot: -14; NFkB transloc inh: 14; Bcl-B TR3 displacers: 7%; MRP resist rev: 18; MRP resist rev cytotoxicity: 101; MRP resist rev with doxorubicin: 83; NFkB transloc inh cell count 2 µM: 140; IL1B NFkB pot cell count 2 µM: 140

How did O=C(CN(C(=O)CNS(=O)(=O)c1ccccc1)C1CCCC1)NCC1CCCO1 (centres undefined) do in these assays?
PLAP inhibitors HTS: -10%; IL1B NFkB pot: 7; NFkB transloc inh: -7; Bcl-B TR3 displacers: -1%; MRP resist rev: 0; MRP resist rev cytotoxicity: 79; MRP resist rev with doxorubicin: 79; NFkB transloc inh cell count 2 µM: 85; IL1B NFkB pot cell count 2 µM: 85

What do the screens show for `CCOc1ccc(C(=O)NCC(=O)OCC(=O)Nc2ccccc2OCC)cc1`?
PLAP inhibitors HTS: 4%; IL1B NFkB pot: -2; NFkB transloc inh: 2; Bcl-B TR3 displacers: -2%; NFkB transloc inh cell count 2 µM: 171; IL1B NFkB pot cell count 2 µM: 171

Results for c1csc(CNc2nc3ccccc3n2CCN2CCOCC2)c1 ?
PLAP inhibitors HTS: -3%; IL1B NFkB pot: 6; NFkB transloc inh: -6; Bcl-B TR3 displacers: 2%; MRP resist rev: -11; MRP resist rev cytotoxicity: 75; MRP resist rev with doxorubicin: 86; NFkB transloc inh cell count 2 µM: 50; IL1B NFkB pot cell count 2 µM: 50

Results for COc1ccc(-c2n[nH]c(=S)n2CC(C)C)cc1 ?
PLAP inhibitors HTS: -148%; IL1B NFkB pot: -6; NFkB transloc inh: 6; Bcl-B TR3 displacers: -7%; MRP resist rev: 11; MRP resist rev cytotoxicity: 94; MRP resist rev with doxorubicin: 83; NFkB transloc inh cell count 2 µM: 112; IL1B NFkB pot cell count 2 µM: 112

What do the screens show for `Cc1noc(C)c1S(=O)(=O)N1CCCC(C(=O)NCc2ccccn2)C1` (centres undefined)?
PLAP inhibitors HTS: 12%; IL1B NFkB pot: -6; NFkB transloc inh: 6; Bcl-B TR3 displacers: -10%; NFkB transloc inh cell count 2 µM: 180; IL1B NFkB pot cell count 2 µM: 180

Results for Cc1ccc(C(=O)c2c[nH]cc2-c2ccccc2)cc1 ?
IL1B NFkB pot: 20; NFkB transloc inh: -20; MRP resist rev: 1; MRP resist rev cytotoxicity: 91; MRP resist rev with doxorubicin: 90; NFkB transloc inh cell count 2 µM: 128; IL1B NFkB pot cell count 2 µM: 128

What do the screens show for `Cc1cc(C)c(OCC(=O)Nc2ccc3c(c2)OCO3)cc1C`?
PLAP inhibitors HTS: 6%; IL1B NFkB pot: -7; NFkB transloc inh: 7; Bcl-B TR3 displacers: 3%; MRP resist rev: -7; MRP resist rev cytotoxicity: 84; MRP resist rev with doxorubicin: 90; NFkB transloc inh cell count 2 µM: 166; IL1B NFkB pot cell count 2 µM: 166

What do the screens show for `O=C(CSc1nnc(CNC(=O)c2c(F)cccc2Cl)o1)Nc1ccccc1`?
PLAP inhibitors HTS: 14%; IL1B NFkB pot: 15; NFkB transloc inh: -15; Bcl-B TR3 displacers: -13%; MRP resist rev: -15; MRP resist rev cytotoxicity: 80; MRP resist rev with doxorubicin: 95; NFkB transloc inh cell count 2 µM: 42; IL1B NFkB pot cell count 2 µM: 42

How did CC1CCCN(Cc2nc3c(c(=O)n(C)c(=O)n3C)n2CCCc2ccccc2)C1 (centres undefined) do in these assays?
PLAP inhibitors HTS: -51%; IL1B NFkB pot: 24; NFkB transloc inh: -24; Bcl-B TR3 displacers: -6%; MRP resist rev: 8; MRP resist rev cytotoxicity: 98; MRP resist rev with doxorubicin: 90; NFkB transloc inh cell count 2 µM: 123; IL1B NFkB pot cell count 2 µM: 123

Results for COc1cccc(NC(=O)c2ccc3snnc3c2)c1 ?
IL1B NFkB pot: -5; NFkB transloc inh: 5; MRP resist rev: -1; MRP resist rev cytotoxicity: 71; MRP resist rev with doxorubicin: 72; NFkB transloc inh cell count 2 µM: 167; IL1B NFkB pot cell count 2 µM: 167

What do the screens show for `CNC(=O)c1sc(-c2ccc(Cl)cc2)nc1C`?
PLAP inhibitors HTS: 12%; IL1B NFkB pot: -15; NFkB transloc inh: 15; Bcl-B TR3 displacers: -9%; MRP resist rev: -3; MRP resist rev cytotoxicity: 81; MRP resist rev with doxorubicin: 85; NFkB transloc inh cell count 2 µM: 16; IL1B NFkB pot cell count 2 µM: 16

Continued, overlapping the part above by two compounds.
Results for COc1cccc(NC(=O)c2ccc3snnc3c2)c1 ?
IL1B NFkB pot: -5; NFkB transloc inh: 5; MRP resist rev: -1; MRP resist rev cytotoxicity: 71; MRP resist rev with doxorubicin: 72; NFkB transloc inh cell count 2 µM: 167; IL1B NFkB pot cell count 2 µM: 167

What do the screens show for `CNC(=O)c1sc(-c2ccc(Cl)cc2)nc1C`?
PLAP inhibitors HTS: 12%; IL1B NFkB pot: -15; NFkB transloc inh: 15; Bcl-B TR3 displacers: -9%; MRP resist rev: -3; MRP resist rev cytotoxicity: 81; MRP resist rev with doxorubicin: 85; NFkB transloc inh cell count 2 µM: 16; IL1B NFkB pot cell count 2 µM: 16

How did COc1ccc(CN(CC(=O)NCC2CCCO2)C(=O)CCC(=O)Nc2cc(C)on2)cc1 (centres undefined) do in these assays?
IL1B NFkB pot: -5; NFkB transloc inh: 5; MRP resist rev: 5; MRP resist rev cytotoxicity: 96; MRP resist rev with doxorubicin: 91; NFkB transloc inh cell count 2 µM: 163; IL1B NFkB pot cell count 2 µM: 163

Results for COc1ccc(Br)cc1-c1noc(-c2ccccc2F)n1 ?
PLAP inhibitors HTS: 21%; IL1B NFkB pot: 16; NFkB transloc inh: -16; Bcl-B TR3 displacers: 3%; MRP resist rev: -14; MRP resist rev cytotoxicity: 69; MRP resist rev with doxorubicin: 83; NFkB transloc inh cell count 2 µM: 100; IL1B NFkB pot cell count 2 µM: 100

What do the screens show for `Cc1cccc(-c2nc(CS(=O)CC(=O)NCC3CCCO3)c(C)o2)c1` (centres undefined)?
PLAP inhibitors HTS: -23%; Bcl-B TR3 displacers: 8%

Results for CN(Cc1ccncc1)C1CC(=O)N(c2ccc(Cl)cc2)C1=O (centres undefined) ?
PLAP inhibitors HTS: -2%; IL1B NFkB pot: 5; NFkB transloc inh: -5; Bcl-B TR3 displacers: -8%; MRP resist rev: 8; MRP resist rev cytotoxicity: 108; MRP resist rev with doxorubicin: 100; NFkB transloc inh cell count 2 µM: 170; IL1B NFkB pot cell count 2 µM: 170

What do the screens show for `CC(=O)c1cccc(NC(=O)CCS(=O)(=O)c2cccc3nonc23)c1`?
PLAP inhibitors HTS: 13%; Bcl-B TR3 displacers: -6%; MRP resist rev: -1; MRP resist rev cytotoxicity: 96; MRP resist rev with doxorubicin: 97

Results for O=C1c2[nH]nc(-c3ccccc3O)c2C(c2ccc(F)cc2)N1CC1CCCO1 (centres undefined) ?
PLAP inhibitors HTS: -76%; IL1B NFkB pot: 5; NFkB transloc inh: -5; Bcl-B TR3 displacers: 0%; MRP resist rev: 7; MRP resist rev cytotoxicity: 64; MRP resist rev with doxorubicin: 57; NFkB transloc inh cell count 2 µM: 113; IL1B NFkB pot cell count 2 µM: 113

How did COc1ccccc1-c1csc(Cc2nnc3n2CCCCC3)n1 do in these assays?
PLAP inhibitors HTS: -7%; IL1B NFkB pot: 19; NFkB transloc inh: -19; Bcl-B TR3 displacers: -2%; MRP resist rev: 13; MRP resist rev cytotoxicity: 78; MRP resist rev with doxorubicin: 65; NFkB transloc inh cell count 2 µM: 148; IL1B NFkB pot cell count 2 µM: 148

What do the screens show for `COc1ccc(OC)c(NC(=O)CSc2nnc(-c3ccco3)n2-c2ccc(C(=O)O)cc2)c1`?
PLAP inhibitors HTS: -17%; IL1B NFkB pot: 6; NFkB transloc inh: -6; Bcl-B TR3 displacers: 21%; MRP resist rev: 5; MRP resist rev cytotoxicity: 95; MRP resist rev with doxorubicin: 90; NFkB transloc inh cell count 2 µM: 149; IL1B NFkB pot cell count 2 µM: 149

Results for Cn1c(C(=O)O)c(CC(=O)NCC2COc3ccccc3O2)c2ccccc21 (centres undefined) ?
PLAP inhibitors HTS: -15%; IL1B NFkB pot: -2; NFkB transloc inh: 2; Bcl-B TR3 displacers: 0%; MRP resist rev: -9; MRP resist rev cytotoxicity: 95; MRP resist rev with doxorubicin: 105; NFkB transloc inh cell count 2 µM: 116; IL1B NFkB pot cell count 2 µM: 116

Results for N#CC1=C(N)SC(N)=C(C#N)C1c1ccoc1 ?
PLAP inhibitors HTS: -4%; IL1B NFkB pot: 11; NFkB transloc inh: -11; Bcl-B TR3 displacers: 0%; MRP resist rev: -11; MRP resist rev cytotoxicity: 85; MRP resist rev with doxorubicin: 96; NFkB transloc inh cell count 2 µM: 166; IL1B NFkB pot cell count 2 µM: 166

Results for Cc1cccc(N2C(=O)c3cccc4c(N(C)CCO)ccc(c34)C2=O)c1 ?
PLAP inhibitors HTS: 16%; IL1B NFkB pot: 7; NFkB transloc inh: -7; Bcl-B TR3 displacers: 94%; MRP resist rev: 25; MRP resist rev cytotoxicity: 80; MRP resist rev with doxorubicin: 55; NFkB transloc inh cell count 2 µM: 95; IL1B NFkB pot cell count 2 µM: 95

How did c1cc(-c2nnc3sc(C4CCCCC4)nn23)ccn1 do in these assays?
PLAP inhibitors HTS: 24%; Bcl-B TR3 displacers: 7%; MRP resist rev: -6; MRP resist rev cytotoxicity: 79; MRP resist rev with doxorubicin: 85

What do the screens show for `Cn1c(-c2sc3cc(C(F)(F)F)cnc3c2-c2ccccc2)n[nH]c1=S`?
PLAP inhibitors HTS: -162%; Bcl-B TR3 displacers: -1%; MRP resist rev: 0; MRP resist rev cytotoxicity: 92; MRP resist rev with doxorubicin: 93

What do the screens show for `O=c1c2c3c(sc2ncn1/N=C/c1ccc([N+](=O)[O-])o1)CCCC3`?
PLAP inhibitors HTS: 4%; IL1B NFkB pot: -8; NFkB transloc inh: 8; Bcl-B TR3 displacers: -7%; NFkB transloc inh cell count 2 µM: 109; IL1B NFkB pot cell count 2 µM: 109

Results for CCN(CC)S(=O)(=O)c1csc(C(=O)OCC(=O)c2ccccc2)c1 ?
IL1B NFkB pot: 5; NFkB transloc inh: -5; MRP resist rev: -2; MRP resist rev cytotoxicity: 99; MRP resist rev with doxorubicin: 101; NFkB transloc inh cell count 2 µM: 122; IL1B NFkB pot cell count 2 µM: 122

How did Cc1ccc(CC2CC(=O)N(c3cc(C)on3)C2=O)cc1 (centres undefined) do in these assays?
PLAP inhibitors HTS: -18%; Bcl-B TR3 displacers: 3%; MRP resist rev: -2; MRP resist rev cytotoxicity: 85; MRP resist rev with doxorubicin: 87

Some of the compounds tested. The share of hits here may be higher or lower than overall.
